HEK cytotox = cytotoxic compounds in HEK 293 cells | AID 1345083 | HEK 293 viability, ATP luminescence (CellTiter-Glo), 48-72 h | actives 6.6% (n = 94,000) | Potency, µM (top dose mostly 115 µM), without a hit: top-dose activity change, negative = cytotoxicity, hits mostly inhibitors; further: potency means the concentration at half of the fitted maximal effect; nearly all actives have a fitted effect of over 60% in size
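ATP-coupled CellTiter-Glo luminescence served as viability read-out, recorded 10 min after reagent addition at room temperature. HEK 293 cells, 250 cells/well, had been incubated with pintool-transferred compound for 48 or 72 hr at 37 degree Celsius.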
GPT2 inh = inhibitors of human GPT2 alanine aminotransferase; Recombinant GPT2, coupled pyruvate oxidase/HRP Amplex Red fluorescence; Potency, µM (titrated, usually from 57.7 µM), for inactives: at the top dose activity change, negative = inhibition, usual class: inhibitors; actives 0.25% (n = 100,000); AID 1671188; further: potency means the concentration at half of the fitted maximal effect; nearly all actives have a fitted effect of over 60% in size; many of its hits are not listed in these tables
Target sequence (Q8TD30 whole entry, looked up): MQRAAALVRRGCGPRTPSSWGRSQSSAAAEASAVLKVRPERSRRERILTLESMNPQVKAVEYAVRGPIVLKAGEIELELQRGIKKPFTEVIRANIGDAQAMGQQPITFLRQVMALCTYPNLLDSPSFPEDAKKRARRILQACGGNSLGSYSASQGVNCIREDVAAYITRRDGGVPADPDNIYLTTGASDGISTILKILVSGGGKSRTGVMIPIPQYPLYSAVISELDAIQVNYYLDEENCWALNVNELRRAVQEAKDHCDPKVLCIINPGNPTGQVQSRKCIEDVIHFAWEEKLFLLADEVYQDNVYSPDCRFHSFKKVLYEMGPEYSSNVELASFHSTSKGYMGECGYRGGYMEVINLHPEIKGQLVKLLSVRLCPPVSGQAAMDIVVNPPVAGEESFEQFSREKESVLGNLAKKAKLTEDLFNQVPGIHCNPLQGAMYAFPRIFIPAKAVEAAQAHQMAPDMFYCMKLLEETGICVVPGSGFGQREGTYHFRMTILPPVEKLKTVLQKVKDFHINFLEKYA
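Inhibition is scored from Amplex Red fluorescence generated when pyruvate oxidase and HRP act on pyruvate released by GPT2. Reactions contain 10ng/uL enzyme, 250uM a-KG and 2mM L-alanine and run 30 min at room temperature.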
Luciferase inh = inhibitors of firefly (Photinus pyralis) luciferase | P08659 | purified P. pyralis luciferase, luminescence, biochemical | Potency, µM (titrated, usually from 115 µM), for inactives: at the top dose activity change, negative = inhibition, usual class: inhibitors | actives 2.5% (n = 76,000) | AID 1347043; further: potency means the concentration at half of the fitted maximal effect; nearly all actives have a fitted effect of over 65% in size
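Inhibitors were tested against purified firefly luciferase in a biochemical, low-substrate format (both substrates at 10uM) and luminescence measured with a CCD imager.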
SNCA viab count = counter-screen for SNCA expression inhibitors: cell viability. Potency, µM (highest dose often 57.1 µM), without a hit: top-dose activity change, negative = cytotoxicity, actives largely listed as cytotoxic. actives 0.12% (n = 150,000). HEK-293-SNCA-luc viability, GF-AFC fluorescence, 24 h;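 further: potency means the concentration at half of the fitted maximal effect; 0% = DMSO-treated cells and -100% = medium-only wells without cells; nearly all actives have a fitted effect of over 30% in size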
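HEK-293-SNCA-luc cells (1500/well) plated 24 h, then exposed 24 h to a dilution series; GF-AFC added 30 min at 37C, fluorescence 405/540 nm; normalised to medium-only and DMSO wells, Hill fit.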
IP6K1 inhibitor = IP6K1 kinase inhibition. Q92551. IP6K1 kinase, ADP-Glo luminescence, 2 h; hits give low values. activity change, % (series mostly up to about 58 µM). actives 0.81% (n = 140,000); in the data active means activity change below about -25%
Target sequence (Q92551 whole entry, looked up): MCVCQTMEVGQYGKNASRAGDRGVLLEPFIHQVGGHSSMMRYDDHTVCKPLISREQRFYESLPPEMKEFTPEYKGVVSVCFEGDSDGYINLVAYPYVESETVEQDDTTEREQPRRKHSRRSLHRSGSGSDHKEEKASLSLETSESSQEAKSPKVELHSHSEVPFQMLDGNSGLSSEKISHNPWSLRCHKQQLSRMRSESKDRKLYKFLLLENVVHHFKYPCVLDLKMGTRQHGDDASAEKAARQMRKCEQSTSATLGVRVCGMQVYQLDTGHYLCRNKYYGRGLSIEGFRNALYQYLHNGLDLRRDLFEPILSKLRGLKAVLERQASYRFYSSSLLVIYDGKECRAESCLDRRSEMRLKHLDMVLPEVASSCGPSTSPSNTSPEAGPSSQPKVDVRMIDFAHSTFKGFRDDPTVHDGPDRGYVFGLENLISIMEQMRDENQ
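ADP-Glo luminescence measures ADP made by human IP6K1 during a 2 h RT reaction with ATP/IP6 (mix at 1.3 mM/130 uM); top library doses 57.5 and 19.1 uM final.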
NIH3T3 tox = cytotoxic compounds in NIH 3T3 cells; NIH 3T3 viability, CellTiter-Glo ATP luminescence, 48-72 h; Potency, µM (titrated, usually from 96.7 µM), for inactives: at the top dose activity change, negative = cytotoxicity, actives largely listed as inhibitors; actives 4.3% (n = 94,000); AID 1345082; further: potency means the concentration at half of the fitted maximal effect; nearly all actives have a fitted effect of over 55% in size
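Viability of NIH 3T3 cells after 48 or 72 hr compound treatment at 37 °C was assessed by CellTiter-Glo, with luminescence imaged following a 10 min room-temperature step.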
SNCA expr inhib = SNCA gene expression inhibition; HEK-293 SNCA-luciferase knock-in, luminescence, 24 h; Potency, µM (series often up to 57.2 µM), for inactives: at the top dose activity change, negative = inhibition, hits mostly inhibitors; actives 0.17% (n = 140,000);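 further: potency means the concentration at half of the fitted maximal effect; plate controls were DMSO cells for no effect and cell-free wells for full effect; nearly all actives have a fitted effect of over 45% in size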
* hit, by the source's call; i = inactive; ? = inconclusive; nt = no result given; [ ] = dose if it differs, or a comment. Unless noted, the call rests on the fitted dose curve; in most records, active means well fitted curve in the direction sought with a large enough effect; inconclusive means small, poorly fitted or top-dose-only effect, or another doubt; inactive means no such curve, though single readings can be large; an effect the other way counts as inactive or inconclusive. Unless noted, on the % scale 0 is the no-effect control and ±100 the full control effect.

SMILES	HEK cytotox	GPT2 inh	Luciferase inh	SNCA viab count	IP6K1 inhibitor	NIH3T3 tox	SNCA expr inhib
O=C(Cn1cnc2c(nc3n2CCCCC3)c1=O)Nc1ccc(F)cc1	nt	nt	nt	-12%	30	nt	-11%
Cc1ccc(C(=O)NC[C@H]2O[C@@H](CC(=O)NCc3ccc(F)cc3)[C@H](O)[C@@H]2O)cc1	5%[172 µM]	i	-9%[172 µM]	1%[87.6 µM]	-2	-5%[174 µM]	-7%[87.6 µM]
COc1ccc(-c2cc(N3CCCC(NC(=O)c4ccccc4F)C3)n[nH]2)cc1 (centres undefined)	?	?	?	-22%	0	?	73%[activator]
Cc1nc(CNC(=O)c2cccc(S(=O)(=O)N3CCOCC3)c2)cs1	i	-7%	3%	-3%	32	i	3%
COCCCNc1ncnc2sc3c(c12)CCNC3	?	-29%	-4%	1%	2	?	?
COc1ccc(NC(=O)c2ccc(-c3nc(COc4ccccc4)c(C)o3)cc2)cc1	nt	nt	nt	2%	-5	nt	-5%
CCCn1cc(-c2ccncc2)cc1C(=O)N1CCCCC1	?	-13%	1%	-4%	-8	-19%	24%
CCc1nnc(NC(=O)C2CC(=O)N(c3n[nH]c4ccccc34)C2)s1 (centres undefined)	4%	-7%	1%	11%	17	-9%	0%
COc1ccc(C(=O)N[C@@H]2CCC[C@@H]2C(=O)NCc2ccc(C)o2)cn1	?	i	-12%	-3%	7	?	-27%
Cc1cc(=O)n(CC(=O)N2CC[C@](C)(O)C(C)(C)C2)c2ccccc12	0%	2%	7%	-2%	10	3%	-16%
CN1C[C@@H]2C[C@@H](C(N)=O)N(C(=O)OCC(C)(C)C)c3cccc(c32)C1=O	-24%[57.5 µM]	i	nt	-3%[23.9 µM]	18	?	23%[25.6 µM]
CS(=O)(=O)N1CC(C(=O)NCCc2ccncc2)C2(CCOCC2)C1 (centres undefined)	-7%	-1%	-8%	11%	4	-13%	-3%
COC(=O)C1=C(C)N=C2SC=C(CC(=O)NC3CC3)N2C1c1cccc(OC)c1 (centres undefined)	?	3%	-5%	-3%	6	-4%	-13%
CCc1nc(SC)ncc1C(=O)N1CCN(c2cc(Cl)ccc2C)CC1	nt	nt	nt	-11%	-11	nt	-5%
CCn1c2c(c(=O)n3ncc(C(=O)Nc4ccc(Cl)cc4C)c13)CN(Cc1ccc(OC)cc1)CC2	nt	nt	nt	-6%	-15	nt	-6%
O=[S+]([O-])(Nc1cccnc1)c1ccc2c(c1)OCCN(Cc1ccccc1)C2	?	2%[88.5 µM]	-16%[172 µM]	2%[87.6 µM]	3	?	4%[87.6 µM]
NC(=O)CN1C(=O)[C@@H]2CN(C(=O)c3ccccc3)CCN2C1=O	i	i	-6%[172 µM]	4%[87.6 µM]	7	i	-18%[87.6 µM]
Cc1noc(C)c1S(=O)(=O)N1CCCOCCNC(=O)[C@@H]2CCCC[C@@H]21	i	i	-3%	?	13	i	-25%
O=C(NC1C=CS(=O)(=O)C1)c1ccc2nc(-c3ccc(F)cc3)cn2c1 (centres undefined)	45µM*	0%	40µM*	-23%	1	?	73%[activator]
O=C(c1ccc(C(F)(F)F)cc1)N1CCc2nc(C3CC3)nc(-c3ccc(Cl)cc3)c2C1	?	i	nt	-27%	-12	?	?
Cn1ncc2c(C(=O)NCc3ccc(Cl)cc3)cc(-c3cccnc3)nc21	?	?	nt	-1%	-1	?	-3%
O=C([C@H]1O[C@H](CCN2CCOCC2)CC[C@@H]1O)N1CCN(c2ccc(F)cc2)CC1	4%[172 µM]	0%[88.5 µM]	-5%[172 µM]	1%[87.6 µM]	-20	i	-18%[87.6 µM]
C[S+](=O)([O-])NCCn1ccc2cc(OC3CCN(c4ncc(F)cn4)CC3)cnc21	?	-6%[88.5 µM]	-9%[172 µM]	-11%[87.6 µM]	1	?	3%[87.6 µM]
C[C@@H](N)C(=O)O	nt	i	nt	23%[23.9 µM]	-1	nt	-5%[25.6 µM]
O=C(NCc1ccc(F)cc1Cl)c1ccc(CSCc2ccccc2Cl)o1	nt	nt	nt	20%	29	nt	-6%

A stretch from the list above:
SMILES	HEK cytotox	GPT2 inh	Luciferase inh	SNCA viab count	IP6K1 inhibitor	NIH3T3 tox	SNCA expr inhib
O=C([C@H]1O[C@H](CCN2CCOCC2)CC[C@@H]1O)N1CCN(c2ccc(F)cc2)CC1	4%[172 µM]	0%[88.5 µM]	-5%[172 µM]	1%[87.6 µM]	-20	i	-18%[87.6 µM]
C[S+](=O)([O-])NCCn1ccc2cc(OC3CCN(c4ncc(F)cn4)CC3)cnc21	?	-6%[88.5 µM]	-9%[172 µM]	-11%[87.6 µM]	1	?	3%[87.6 µM]
C[C@@H](N)C(=O)O	nt	i	nt	23%[23.9 µM]	-1	nt	-5%[25.6 µM]
O=C(NCc1ccc(F)cc1Cl)c1ccc(CSCc2ccccc2Cl)o1	nt	nt	nt	20%	29	nt	-6%

(more compounds)
SMILES	HEK cytotox	GPT2 inh	Luciferase inh	SNCA viab count	IP6K1 inhibitor	NIH3T3 tox	SNCA expr inhib
O=C(Cc1c[nH]c2ncc(-c3cccc(F)c3)cc12)NCc1cccnc1	71µM*	1%[88.5 µM]	8%[172 µM]	-14%[87.6 µM]	-3	?	-27%[87.6 µM]
O=C(NCc1ccc(Cl)cc1)c1cn2cc(-c3ccc(C(F)(F)F)cc3)sc2n1	-4%	3%	nt	-16%	-8	-10%	?
CCc1ccccc1NC(=O)CN1C(=O)NC2(CCOCC2)C1=O	3%	i	2%	5%	33	i	3%
COc1ccc(CNC(=O)CC[C@H]2CNC(=O)[C@@H]3[C@@H](CCN3Cc3ccc(O)cc3)N2C)cc1	i	-10%	0%	-8%	8	i	-5%
O=C(c1ccccc1)N1CCN(c2nccc(Nc3ccccc3F)n2)CC1	?	-2%	nt	-2%	19	?	1%
CCOC(=O)CCNc1cc(N2CCc3ccccc3CC2)nc(-c2cccnc2)n1	nt	3%	nt	32%	-10	nt	nt
COc1ccc(C(=O)NCC(c2ccco2)S(=O)(=O)c2ccc(F)cc2)cc1 (centres undefined)	nt	nt	nt	-29%	-1	nt	33%[activator]
CS(=O)(=O)N1CCC(OC2CCN(C(=O)c3cccc(Cl)c3)CC2)CC1	-6%	i	4%	5%	-11	?	-23%
CCOC(=O)c1ccccc1NC(=O)Cn1c(=O)n(Cc2ccccc2)c(=O)c2c(C)c(C)sc21	nt	nt	nt	6%	15	nt	-19%
COC(=O)[C@@H]1Cc2ncn(Cc3ccc(Cl)cc3)c2CN1S(=O)(=O)c1ccc(C#N)cc1	-1%	2%	-9%	-7%	10	?	46%[activator]
CC(=O)N1CCC2(CC1)OC(=O)C(C)=C2C(=O)NCc1cccc(Cl)c1	nt	nt	nt	-3%	-17	nt	13%
CC1CCCCN1CCCNC(=O)c1ccc2c(c1)sc1nc(-c3ccc(F)cc3)cn12 (centres undefined)	nt	nt	nt	?	0	nt	?
Cc1ccc2c(C(=O)NCc3ccc(C(F)(F)F)cc3)cc(NC(=O)C(C)C)cc2n1	?	4%	2%	-4%	9	?	-27%
Cc1ccc(Nc2ccnc(N3CCC(NC(=O)c4ccc(C)cc4)CC3)n2)cc1	?	-21%	nt	-26%	-6	?	19%
CC1(C)C(=O)N(Cc2ccccc2F)[C@H]2CN(Cc3cccnc3)C[C@@H]2[S+]1(=O)[O-]	-5%[172 µM]	-9%[88.5 µM]	3%[172 µM]	0%[87.6 µM]	5	?	9%[87.6 µM]
O=C(c1cc[n+]([O-])cc1)N1CCC(C2CCN(Cc3cccnc3)CC2)C1 (centres undefined)	1%	i	6%	8%	23	i	0%
NC(=O)C1(N2CCCCC2)CCN(C(=O)Nc2ccc(F)cc2F)CC1	nt	nt	nt	-11%	15	nt	20%
Cc1nnn2c(C(=O)NC3CC3)cccc12	-12%[230 µM]	i	7.1µM*	-2%[87.6 µM]	2	-21%[174 µM]	48%[activator][87.6 µM]
CCOCc1nc(C2CCCN(C(=O)C(C)C)C2)no1 (centres undefined)	?	i	-14%	-2%[12.5 µM]	32	i	17%
COc1cccc(CC(=O)N2CCN(c3cc(-c4cccs4)[nH]n3)CC2)c1	?	-19%	-2%	4%	17	?	44%[activator]
CCc1ccc(CNC(=O)CCSCc2ccccc2F)cc1	nt	nt	nt	13%	-13	nt	-4%
Cc1ccc(NC(=O)C(Cc2ccccc2)n2cccc2)cc1C (centres undefined)	nt	nt	nt	-2%	-14	nt	31%
COc1cc2c(cc1OC)C(C[C@H]1CN(C(=O)c3ccc(N(C)C)cc3)CC[C@H]1CC(=O)O)=NCC2	3%	4%	0%	5%	12	i	-25%
Cc1nn(-c2ccccc2)c(C)c1[C@@H]1C=C[C@@H](NC(=O)CC(C)(C)CC(=O)O)C1	-24%[172 µM]	-10%[88.5 µM]	6%[172 µM]	-1%[87.6 µM]	6	-14%[174 µM]	4%[87.6 µM]
COc1ccc(-c2cnc3n2CC(C(=O)NCCCN2CCN(C)CC2)CC3)cc1 (centres undefined)	-17%	-10%	-8%	-4%	8	-2%	14%
SMILES	HEK cytotox	GPT2 inh	Luciferase inh	SNCA viab count	IP6K1 inhibitor	NIH3T3 tox	SNCA expr inhib
COc1cccc(N2CCN(C(=O)CCCCCn3c(=O)[nH]c4ccccc4c3=O)CC2)c1	nt	nt	nt	0%	-5	nt	-18%
Cc1cnc(C(=O)N2CCCN(S(=O)(=O)c3ccccc3)CCC(=O)NCC2)cn1	-2%	i	3%	7%	0	-4%	8%
COC(=O)[C@@H]1Cc2ncn(Cc3ccc(Cl)cc3)c2CN1C(=O)c1ccc(C#N)cc1	-9%[172 µM]	-6%[88.5 µM]	-5%[172 µM]	1%[87.6 µM]	13	?	13%[87.6 µM]
CNC(=O)c1cc(C)nc2onc(C3CCCN3C(=O)C3CC3)c12 (centres undefined)	-16%	nt	nt	nt	3	-27%	nt
COc1ccc(NC(=O)N[C@H]2[C@H](O)[C@@H](Oc3ccccc3)[C@@H]3OC[C@H]2O3)cc1	?	0%[88.5 µM]	-1%[172 µM]	5%[87.6 µM]	-11	-18%[174 µM]	-14%[87.6 µM]
COc1ccc(-c2noc(CC(=O)N(C)c3ccccc3F)n2)cc1	nt	nt	nt	5%	-15	nt	34%[activator]
Cc1cccc(-n2c(=O)c3c(c4cc(C)ccc4n3C)n(CC(=O)N3CCCC3)c2=O)c1	nt	nt	nt	?	-1	nt	-9%
O=C(COc1ccccc1)N1CCC(Oc2cnc3c(ccn3-c3cncnc3)c2)CC1	89µM*	-7%[88.5 µM]	13%[172 µM]	?	1	-67%[138 µM]	?
COCC(=O)N1CCC([C@H]2[C@@H](OC)C(=O)N2C(C)C)CC1	3%	3%	4%	4%	6	-7%	-13%
CCOC(=O)[C@@H]1[C@@H](OC)C(=O)N(Cc2ccccc2)C12CCN(C(=O)C1CC1)CC2	-3%	nt	nt	nt	13	?	nt
COc1ccc(Cl)cc1NC(=O)CSc1ccc(-c2sc(C)nc2C)nn1	nt	nt	nt	6%	-4	nt	7%
Cc1nn(-c2ccc(F)cc2)c(-n2cccc2)c1C(=O)NCCc1ccc(Cl)cc1	nt	nt	nt	-21%	9	nt	?

Not a hit list. Share with any hit: about 7.8%.
